tim23-1 inh: growth inhibitors of tim23-1 mutant yeast, primary screen, luminescence, uHTS. AID 463212, 2010. 330,000 compounds, 1.3% hits. inhibition, % at 20 µM. S. cerevisiae tim23-1 growth, BacTiter-Glo luminescence, 24 h;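 active = growth inhibition of the mutant yeast at or above 50%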;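 also: temperature-sensitive mutant grown at 25 °C; plate controls were DMSO-treated mutant yeast for no effect and medium wells lacking yeast for full effect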
XBP1 UPR activ: activators of adaptive XBP1 UPR arm, primary screen, cell-based, CHO-XBP1 luciferase reporter, luminescence, uHTS; IRE1-XBP1 UPR activation; percent of tunicamycin response, DMSO as zero; activation, % at 20 µM; 330,000 compounds, 0.33% hits; AID 463104, 2010;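 active = versus positive control, 20 µM dose yields 30% or more activation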;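 also: 100% = tunicamycin at 10 µg/mL and 0% = DMSO only wells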
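Material: CHO cell line with stable XBP1 luciferase reporter; buffer or medium: F12 medium containing 10% fetal bovine serum; compound: single point, 20 µM final compound, 1% DMSO; incubation: 6 h treatment, 37 °C; measured by: glow luminescence from Steady-Glo reagent; evaluation: activation, % of tunicamycin; control set: tunicamycin high, DMSO low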
CHOP UPR activ: activators of apoptotic CHOP UPR arm, primary screen, cell-based, CHO-CHOP luciferase reporter, luminescence, uHTS; AID 449763, 2010; 330,000 compounds, 0.34% hits; UPR activation; percent of tunicamycin response over DMSO baseline; activation, % at 10 µM;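 active = at 10 µM dose, activation of 40% or more, normalized to positive control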;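 also: 100% = tunicamycin at 10 µg/mL and 0% = DMSO alone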
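Test system: CHO CHOP reporter cells. Input: 500 CHO-CHOP cells per well. Medium: F12 with 10% FBS. Technique: luciferase luminescence. Measure: percent activation relative to tunicamycin control. Dosing: 10 µM compound, 0.5% DMSO. Timing: 16-18 h cell attachment, then 6 h compound exposure, 37 °C.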
APJ antag: antagonists of human apelin receptor APJ, primary screen, CHO-K1 cells, beta-arrestin complementation, luminescence. P35414. 330,000 compounds, 0.32% hits. inhibition, % at 20 µM;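 active = inhibition above about 40% at 20 µM, limit read from the data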;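 also: cells challenged with 10 nM apelin-13 agonist together with compound; plate controls were apelin-13 plus DMSO wells for no effect and DMSO wells lacking apelin-13 for full effect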
CXCR6 block: CXCR6 receptor inhibitors, primary screen, cell-based, beta-arrestin, luminescence, CHO-K1 PathHunter, 1536-well; inhibition, % at 20 µM; 360,000 compounds, 0.36% hits; in the data active = inhibition above about 34%, passing the limit was not always enough;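 also: antagonist mode with CXCL16 agonist at 10 nM final; 0% = 10 nM CXCL16 with DMSO and 100% = unstimulated wells without agonist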
Mdm2 MdmX PPI: inhibitors of human Mdm2-MdmX association, primary screen, cell-based, luminescence, split luciferase, SaOS-2, uHTS. 330,000 compounds, 3% hits. AID 485346, 2010. Protein Mdm4 (Homo sapiens) + E3 ubiquitin-protein ligase Mdm2 (Homo sapiens), …. SaOS-2 split-luciferase Mdm2/MdmX complementation. inhibition, % at 8 µM;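 active = inhibition of at least 50% at 8 µM in the primary screen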
Target sequence (O15151 whole entry, looked up): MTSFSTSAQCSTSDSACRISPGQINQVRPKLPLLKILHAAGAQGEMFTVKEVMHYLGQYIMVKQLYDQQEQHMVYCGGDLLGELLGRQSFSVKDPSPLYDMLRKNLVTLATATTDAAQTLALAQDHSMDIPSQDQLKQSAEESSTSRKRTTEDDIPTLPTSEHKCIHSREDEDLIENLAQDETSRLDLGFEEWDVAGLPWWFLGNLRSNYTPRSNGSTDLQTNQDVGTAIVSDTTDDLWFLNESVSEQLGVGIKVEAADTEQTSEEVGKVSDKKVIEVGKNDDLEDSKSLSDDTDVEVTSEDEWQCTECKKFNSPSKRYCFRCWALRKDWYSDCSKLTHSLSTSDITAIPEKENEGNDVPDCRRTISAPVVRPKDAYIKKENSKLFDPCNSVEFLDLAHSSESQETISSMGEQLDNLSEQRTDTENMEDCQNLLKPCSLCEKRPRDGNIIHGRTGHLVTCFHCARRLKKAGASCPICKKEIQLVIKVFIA
Target sequence (Q00987 whole entry, looked up): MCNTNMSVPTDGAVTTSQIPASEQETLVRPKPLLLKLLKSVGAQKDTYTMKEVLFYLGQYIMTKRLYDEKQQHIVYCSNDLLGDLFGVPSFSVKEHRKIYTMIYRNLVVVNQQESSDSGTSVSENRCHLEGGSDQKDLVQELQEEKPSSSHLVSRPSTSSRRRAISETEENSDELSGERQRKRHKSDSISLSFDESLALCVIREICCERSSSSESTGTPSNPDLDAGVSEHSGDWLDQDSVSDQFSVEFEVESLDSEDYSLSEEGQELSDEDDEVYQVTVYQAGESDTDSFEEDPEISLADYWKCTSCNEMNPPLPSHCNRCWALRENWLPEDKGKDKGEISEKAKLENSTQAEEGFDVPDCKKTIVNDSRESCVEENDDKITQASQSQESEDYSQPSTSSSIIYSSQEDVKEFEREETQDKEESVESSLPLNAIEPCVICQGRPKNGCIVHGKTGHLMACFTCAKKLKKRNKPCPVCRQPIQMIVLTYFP
APJ ag: agonists of human apelin receptor APJ, primary screen, CHO-K1 cells, PathHunter beta-arrestin, luminescence; AID 2520, 2010; activation, % at 20 µM; 330,000 compounds, 0.11% hits; P35414; 0% DMSO wells, 100% apelin;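 active = activation more than six SD over the plate average, tested at 20 µM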;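 also: 0% = DMSO alone and 100% = apelin-13 at 10 nM; some results filed as inactive read as strong as hits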
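Test system: CHO-K1 APJ beta-arrestin complementation cell line | Compound: Single test compound dose, 20 µM final, 1% DMSO | Incubation: Compound 90 min 25 °C, reagent 1 h | Measured by: beta-gal luminescence | Read-out basis: APJ–arrestin association signal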
CCR6 antagonist: CCR6 receptor antagonists, primary screen, cell-based, CHO-K1, luminescence, beta-arrestin, uHTS. C-C chemokine receptor type 6 (Homo sapiens), P51684. CHO-K1 CCR6 PathHunter beta-arrestin, CCL20-stimulated. AID 493098, 2011. inhibition, % at 20 µM. 340,000 compounds, 0.49% hits;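 active = compounds whose inhibition of the agonist-driven luminescence signal at 20 µM reaches about 50%, limit read from the data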;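 also: cells stimulated with CCL20 at 14 nM final; plate controls were DMSO with CCL20 for no effect and DMSO without agonist for full effect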
EBI2 antag: EBI2 receptor antagonists, beta-arrestin recruitment, primary screen, cell-based, luminescence, 7a,25-OHC stimulation, uHTS; inhibition, % at 5 µM; 7a,25-OHC stimulated; G-protein coupled receptor 183 (Homo sapiens), P32249; 360,000 compounds, 0.81% hits; AID 651636, 2012; in the data active = inhibition above about 38%;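 also: enzyme fragment complementation signal reports receptor beta-arrestin coupling in cells; 0% = agonist plus DMSO wells and 100% = wells without agonist; some results beyond the cut were filed as inactive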
* hit, by the source's call; nt = no result given. These rows are one share of the data. The share of hits here may be higher or lower than overall.

Order of values – tim23-1 inh, XBP1 UPR activ, CHOP UPR activ, APJ antag, CXCR6 block, Mdm2 MdmX PPI, APJ ag, CCR6 antagonist, EBI2 antag
COc1ccc(CCNC(=O)CN2CCOc3ccccc32)cc1OC
  0, -1, 0.2, 3, -2, -8, -4, 6, -1
Cc1cccc(N2CCC(N=CN(C)C)=N2)c1
  13, 0, 3.7, -29, -9, 1, 3, -26, -6
CCOC(=O)[C@@H]1[C@H]2COc3cc(OC)ccc3[C@@H]2N2C(=O)N(c3ccc(OC)cc3)C(=O)[C@@]12C
  23, 2, -0.5, -3, -6, 18, -4, 8, -5
COc1nc(OC)nc(N2CCCCCC2)n1
  16, 4, -0.7, 14, 1, -18, -1, 1, -14
CCOC(=O)c1ccc(NC(=O)c2ccc(NC(=O)C3CCCO3)cc2)cc1 (configuration not stated)
  10, -3, -0.6, 10, -13, 13, 3, 8, 4
Cc1nn(CC(=O)NCCCN2CCC(Cc3ccccc3)CC2)c(=O)c2cc(-c3ccccc3)nn12
  -47, 5, 9.8, 13, 0, 96*, 17, 39, -29
O=C(CSc1ncn[nH]1)NCCc1ccc(Cl)cc1
  -9, 1, 0.5, 10, 7, 28, -2, 7, -2
O=C(Nc1ccc(F)cc1F)C1CC(=O)N(Cc2ccccc2)C1 (configuration not stated)
  -3, 0, -1.7, 11, 0, 14, -3, 8, -4
O=C(NCC1c2ccccc2CCN1C(=O)CN1CCOCC1)C1CCCCC1 (configuration not stated)
  12, -1, -0.7, 16, 3, 9, -4, 0, 7
O=C(NCC(c1ccco1)N1CCN(c2ccc(F)cc2)CC1)c1ccc2c(c1)OCO2 (configuration not stated)
  24, -2, 1.8, 25, -2, 11, -3, 23, 6
COc1ccc(-c2coc3cc4oc(=O)cc(-c5ccccc5)c4cc23)cc1F
  10, 41*, 0.7, 18, 6, 84*, -4, -2, 14
CC1(C)Cc2c(c(N3CCOCC3)nc3sc(C(=O)Nc4cccc(Cl)c4)c(N)c23)CO1
  14, 7, 88*, 18, 2, -14, 3, -12, 27
CC(C)n1cc(CN2CCC(n3nccc3NC(=O)CCCc3ccccc3)CC2)cn1
  1, -1, 2.8, -8, -7, 20, -3, 10, 0
c1ccc2oc(-c3ccc(Nc4nc(N5CCCCC5)nc(N5CCOCC5)n4)cc3)nc2c1
  34, -3, 2.2, 11, nt, 47, -2, nt, nt
O=C(N=C1SC2CS(=O)(=O)CC2N1c1ccc(F)cc1)C1CC1 (configuration not stated)
  12, -3, 0.7, 20, 8, 26, -2, 11, 2
Cc1ccc(/C=C2/SC(=S)N(CCC(=O)N3CCOCC3)C2=O)cc1
  28, 1, 2.3, 5, -7, 22, 0, -5, 6
CCOC(=O)C1=C(CSc2nccn2C)NC(=O)NC1c1ccc2c(c1)OCO2 (configuration not stated)
  -1, -4, -1.7, 13, -4, 23, 3, -6, -7
CSc1nc(N)nc2c1ncn2CC(=O)NCCNc1ccc([N+](=O)[O-])cn1
  -8, -2, 1.5, 18, 6, 1, -3, 10, -1
CC1CC(C)(C)NC(=S)N1CCCC(=O)N1CCN(c2ccccc2F)CC1 (configuration not stated)
  -3, -1, -1.1, -2, -3, 11, -3, 18, -14
COCCNc1nnc(SCC(=O)NNC(=O)c2ccc([N+](=O)[O-])cc2)s1
  3, -4, 0.3, -4, 2, 44, 12, 3, -26
C[C@@]12CCC3[C@@](CCC4[C@@]3(C)CCC[C@@]4(C)C(=O)N3CCOCC3)(CC1=O)C2 (some centres not stated)
  38, -1, -0.3, -4, 15, -12, -1, 15, 5
NS(=O)(=O)c1cc2c(cc1Cl)NC(C(Cl)Cl)NS2(=O)=O (configuration not stated)
  5, -3, 0.9, 1, 0, -21, 0, 8, 1
O=c1cc(CO)occ1OCc1c(F)cccc1Cl
  9, -1, 0.1, 17, 3, 9, -1, 7, -4
CCOC(=O)C1=CN(C)C=C(C(=O)OCC)C1c1ccsc1
  12, 0, -3.3, 12, 6, 16, -5, -2, -6
Cc1cccc(C)c1NC(=O)CNCC(=O)N(C)C
  7, 3, -0.9, -6, 7, -5, 1, -6, 5
NN(Cc1ccccc1)C(=S)Nc1ccc(Cl)c(Cl)c1
  71*, -2, 1.9, -27, -10, -2, 2, 10, -11
COc1cc(OC)cc(-c2nnc(SCc3cccnc3)o2)c1
  3, -4, -0.1, 13, 3, 13, -2, 6, -1
O=C(CSc1nc2ccccc2o1)Nc1nc2ccc(Br)cc2s1
  11, 3, 2.3, -32, -3, -7, -2, -7, -1
COc1cc(N2C(=O)CSC23C(=O)Nc2ccccc23)cc(OC)c1OC (configuration not stated)
  8, 1, -1.1, 13, -2, 0, 2, -3, 4
CC(=O)c1c(C)[nH]c(C(=O)OCc2nnc(-c3ccccc3)o2)c1C
  9, -2, 0.2, -14, -1, 13, 0, -23, -27
CC(C)COc1ccc(-c2nn(-c3ccccc3)cc2/C=C2/SC(=S)N(CC(=O)O)C2=O)cc1
  24, -4, -0.6, 17, 4, 14, -5, 27, -3
CSc1ccc(S(=O)(=O)NCc2ccc(Cl)cc2Cl)cc1
  40, -2, 0.0, 2, -6, -2, -2, 3, 18
CC(=O)NC1C(OCc2ccccc2)OC2COC(c3ccccc3)OC2C1OCC(=O)O (configuration not stated)
  1, 0, -1.1, -4, 4, 15, -2, -13, 2
COc1cc2c(=O)n(CC3CCCO3)c(=O)n(CC(=O)Nc3ccc(F)cc3F)c2cc1OC (configuration not stated)
  5, 0, -0.7, -65, -6, -11, -2, 2, -3
Cc1cc(C(=O)NNC(=O)/C=C/c2ccccc2Cl)c(C)o1
  6, -3, -1.2, 35, -1, 5, 0, 0, 5
COc1cc(/C(C)=N/NC(=O)c2cccc(S(=O)(=O)N3CCCC3)c2)cc(OC)c1OC
  3, -5, -1.4, 5, 30, 20, 5, 15, 11
O=C(COC(=O)c1ccccc1O)NC(=O)c1ccc(OC(F)F)cc1
  12, 1, -1.6, 2, -8, -11, -2, 6, -12
COc1cc2ccc3c(CCN(C)C)cc(OC)c(OC)c3c2cc1OC
  8, -6, 1.6, -30, 1, 19, -2, -4, -3
O=C(NCCN1CCN(C(=O)c2ccc([N+](=O)[O-])cc2)CC1)C(=O)Nc1ccc(F)cc1
  -7, -6, -0.7, 1, -3, 28, 4, -2, 2
OCCNc1cc(Cl)ncn1
  1, 0, -0.7, 11, 8, 2, -1, 3, 1
O=C(Nc1cccc(S(=O)(=O)N2CCOCC2)c1)C(c1ccccc1)N1CCCCC1 (configuration not stated)
  10, 0, -0.8, 0, -3, 0, -3, 13, 2
O=C(c1cc(COc2ccc(F)cc2Cl)on1)N1CC2C[C@@H]3CC1C[C@H](C2)C3
  3, -2, 6.6, 2, -21, -81, -1, 16, 3
Cc1ccc(C(=O)C2CCN(CC(=O)Nc3ccc4c(c3)OCCO4)CC2)cc1
  20, -3, -0.7, -6, -1, 7, 3, -1, -1
Cc1ccc(CNC(=O)c2cc(S(=O)(=O)N3CCCC3)cn2C)cc1
  -11, -1, 1.3, 0, -3, 1, -5, 1, 0
O=C(Nc1ccccc1N1CCCC1)c1ccc(N2CCCC2=O)cc1
  7, -3, 0.1, -48, 0, 22, 1, 9, -6
NS(=O)(=O)c1ccc(NNC(=O)c2ccc(Br)o2)c([N+](=O)[O-])c1
  27, 0, -0.1, 52*, 33, 44, -15, 69*, 14
Cc1cc(C)nc(Nc2ncn[nH]2)n1
  -2, 4, -0.9, 14, nt, 7, -1, nt, nt
C/C(CC(=O)Nc1ccccn1)=N\NC(=O)c1ccc2ccccc2c1
  5, 0, 2.2, 2, 0, 5, -1, 1, 32
CC(C)CNC(=O)COC(=O)c1ccc(Cl)c(S(N)(=O)=O)c1
  0, 1, 1.3, 12, 0, 6, -2, -7, 6
COc1ccccc1Nc1nc(N)nc(CN(C)C2CCCCC2)n1
  6, 3, 1.5, 10, 1, -6, -5, 0, -3
O=C(COc1ccc(F)cc1)Nc1c(C(=O)N2CCC(N3CCCCC3)CC2)oc2ccccc12
  -5, -2, 1.3, 2, 6, 42, -3, 22, 1
CCc1c(C(C)S(=O)(=O)c2ccccc2)[nH]c(=O)n1CC (configuration not stated)
  12, 3, 0.4, 0, 1, 6, -4, 7, 2
O=C(NCCN1C(=O)C2C3C=CC(C3)C2C1=O)Nc1cccnc1 (configuration not stated)
  11, 0, -0.1, 3, 0, 13, -4, 2, -22
Cc1ccc(/C(O)=C2/C(=O)C(=O)N(c3ccccn3)C2c2ccc([N+](=O)[O-])cc2)cc1 (configuration not stated)
  13, -3, -0.2, 18, 7, -6, -2, 13, 5
COc1cccc(N(CC(=O)NCCSCc2ccc(Cl)cc2)S(C)(=O)=O)c1
  27, -6, 1.5, 3, -1, 16, -3, 5, 21
CNC(=O)CSc1nc2c([nH]c3ccccc32)c(=O)n1CCOC
  -8, 0, -0.1, 6, -9, 11, 0, 6, -4
Cc1nn(C)cc1CNC(=O)c1cccc(Br)c1
  3, -2, -2.1, -18, 0, 0, -1, 19, -2
O=C(NCc1n[nH]c(=O)c2ccccc12)C1CC(=O)N(c2ccccc2)C1 (configuration not stated)
  -5, -4, -1.7, 29, 4, 5, -6, 1, -5
COc1cccc(NC(=O)c2ccccc2C(F)(F)F)c1
  5, -2, 2.0, 6, -6, 1, -2, 1, 8
CC1(C)NC(=O)N(CC(=O)N2CCN(S(=O)(=O)c3ccccc3F)CC2)C1=O
  4, -4, 3.9, 8, -2, -13, -2, 14, 0

Records listed above marked active in APJ antag:
molecule,XBP1 UPR activ,APJ antag,CXCR6 block,Mdm2 MdmX PPI,APJ ag,CCR6 antagonist,EBI2 antag
NS(=O)(=O)c1ccc(NNC(=O)c2ccc(Br)o2)c([N+](=O)[O-])c1,0,52*,33,44,-15,69*,14

(more compounds)
Order of values – tim23-1 inh, XBP1 UPR activ, CHOP UPR activ, APJ antag, CXCR6 block, Mdm2 MdmX PPI, APJ ag, CCR6 antagonist, EBI2 antag
O=C(O)c1ccc2cccnc2c1O
  -4, -3, -0.7, -6, -4, 4, -5, 3, 0
Cc1ccc2nc3c(cc(C#N)c(=O)n3-c3nccs3)c(=O)n2c1
  7, 2, 0.1, -1, 8, 7, -3, 1, -1
O=C(NCc1cccnc1)c1cc(Sc2ccc(F)cc2F)nc2ccccc12
  30, -4, 3.1, -7, -11, 1, 2, 11, -13
CCOc1ccc(OCCn2c(=S)[nH]c3c(N)ncnc32)cc1
  12, 0, 4.3, -16, -2, 7, 2, -1, -1
